# Tb PYK inh: qHTS of Trypanosoma Brucei Inhibitors; pyruvate kinase (Trypanosoma brucei), Q57TT1; TbPYK enzyme, Kinase-Glo Plus ATP luminescence, 45 min; Potency, µM (highest dose often 76.8 µM), without a hit: top-dose activity, negative = inhibition, hits mostly inhibitors; actives 0.12% (n = 410,000); also: potency is read from the fitted curve at half-maximal effect; % is scaled to controls: 0 for no effect and ±100 for the full control effect; nearly all actives have a fitted effect of over 50% in size
#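 ADP (130 uM final) triggers the TbPYK reaction after compound addition; incubation is 45 min at room temperature. Kinase-Glo Plus is then added and luminescence imaged. Normalized data are fitted to concentration-effect curves.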
# CHX counter: Cycloheximide Counterscreen for Small Molecule Inhibitors of Shiga Toxin | cell reporter, cycloheximide protein synthesis inhibition counterscreen | max response, % | actives 12% (n = 300,000) | AID 2314, 2010; in the data active = max response mostly above about 13%, no sharp cut-off; inactive = mostly below about 14%; also: read at 38.3 µM for the half of the compounds with a filed dose; 0% is about no effect
# LmPK inhibitor: qHTS Assay for Inhibitors of Leishmania Mexicana Pyruvate Kinase (LmPK). Q27686. purified LmPK, Kinase-Glo ATP luminescence, 1 h. Potency, µM (top dose mostly 57.5 µM), for the others: at the highest dose activity change, negative = inhibition, hits mostly inhibitors. actives 0.37% (n = 290,000); also: potency is read from the fitted curve at half-maximal effect; % is scaled to controls: 0 for no effect and ±100 for the full control effect
# Target sequence (Q27686 whole entry, looked up): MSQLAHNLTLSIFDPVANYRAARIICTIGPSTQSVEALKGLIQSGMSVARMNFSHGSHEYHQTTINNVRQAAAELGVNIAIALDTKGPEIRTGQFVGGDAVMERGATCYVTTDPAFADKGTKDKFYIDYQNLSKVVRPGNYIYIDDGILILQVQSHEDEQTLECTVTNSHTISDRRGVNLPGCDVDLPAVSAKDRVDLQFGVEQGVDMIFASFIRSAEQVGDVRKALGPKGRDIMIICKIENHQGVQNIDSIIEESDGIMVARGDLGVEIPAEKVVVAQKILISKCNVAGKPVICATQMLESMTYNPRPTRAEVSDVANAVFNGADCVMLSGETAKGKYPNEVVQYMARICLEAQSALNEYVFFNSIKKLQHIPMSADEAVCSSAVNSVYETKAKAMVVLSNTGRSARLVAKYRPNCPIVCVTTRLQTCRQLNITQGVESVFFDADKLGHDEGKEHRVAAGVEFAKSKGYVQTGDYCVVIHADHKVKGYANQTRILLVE
#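 Pyruvate kinase activity monitored as ATP production (luciferase luminescence). Conditions: 0.1 nM enzyme, 0.5 mM PEP, 0.1 mM ADP, 1 h, RT; normalized against uninhibited and no-enzyme wells.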
# Pf growth 96h: Primary qHTS for delayed death inhibitors of the malarial parasite plastid, 96 hour incubation; Potency, µM (highest dose often 28.7 µM), for the others: at the top dose activity change, negative = inhibition, most hits filed as inhibitors; P. falciparum luciferase reporter growth, 96 h; actives 6.9% (n = 320,000); AID 504834, 2011; also: potency is read from the fitted curve at half-maximal effect; % is scaled to controls: 0 for no effect and ±100 for the full control effect
#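 Delayed-death screen, second-generation endpoint: infected erythrocytes, 2% hematocrit, 0.05% parasitemia final; 96 hours at 37 C, 5% CO2; luciferase detection reagent; luminescence decrease equals reduced growth.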
# Shiga inhibitor: A qHTS for Small Molecule Inhibitors of Shiga Toxin; Vero cells, Shiga toxin protein synthesis inhibition reporter; inhibition, % at 38.7 µM; actives 9.2% (n = 290,000); AID 2315, 2010; in the data active = inhibition mostly above about 28%, no sharp cut-off; inactive = mostly below about 43%; also: 0% is about no effect
# AMA1-RON2 inh: qHTS for Inhibitors of AMA1-RON; Towards Development of Antimalarial Drug Lead: Primary Screen | Plasmodium falciparum AMA1 (3D7) - RON2 peptide interaction | AlphaScreen AMA1-biotinylated RON2 peptide binding | Potency, µM (titrated, usually from 58.2 µM), for inactives: at the highest dose activity change, negative = inhibition, actives largely listed as inhibitors | actives 0.2% (n = 360,000) | AID 720542, 2013;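 also: potency is read from the fitted curve at half-maximal effect; 0% = vehicle wells and -100% = peptide control; nearly all actives have a fitted effect of over 45% in size; some results filed as inactive show a strong effect at the top dose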
#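 AMA1 (3D7) with his tag at 25 nM final met compounds first, then biotinylated RON2 peptide at 25 nM; detection used donor plus acceptor beads, 10 µg/mL apiece, read by AlphaScreen after 30 min at room temperature.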
# Pf growth 48h: Primary qHTS for delayed death inhibitors of the malarial parasite plastid, 48 hour incubation | Potency, µM (titrated, usually from 28.7 µM), for inactives: at the top dose activity change, negative = inhibition, most hits filed as inhibitors | AID 504832, 2011 | P. falciparum luciferase growth in erythrocytes, 48 h | actives 5.9% (n = 310,000); also: potency is read from the fitted curve at half-maximal effect; % is scaled to controls: 0 for no effect and ±100 for the full control effect
#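 Luciferase-expressing parasites in RBCs, 2% Hct / 0.1% parasitemia final; RPMI 1640 + 0.5% Albumax; 37 C, 5% CO2, one generation; luminescence read-out, lower signal = inhibition.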
# * hit, by the source's call; u = inconclusive; x = no result given; [ ] = remark or other dose. Unless noted, calls follow the shape of the dose curve; as a rule, active = well fitted curve in the direction sought with a large enough effect; inconclusive = small, poorly fitted or top-dose-only effect, or another doubt; inactive = no such curve, though single readings can be large; an effect the other way counts as inactive or inconclusive.
SMILES | Pf growth 48h | LmPK inhibitor | CHX counter | Shiga inhibitor | AMA1-RON2 inh | Pf growth 96h | Tb PYK inh
Cc1ccc(-c2nnc(NCc3ccccc3)c3ccccc23)cc1 | u | 1.3% | 0.5 | 20.7 | -1.7% | u | 5.9%
Cn1c(=O)cc(N2CCN(C(=O)c3ccco3)CC2)[nH]c1=O | 10.5% | 4.1% | -1.7 | 2.3 | -3.6% | 10.3% | -3.3%
O=C(Nc1nnc(-c2cccs2)s1)c1cccc(F)c1 | 172.9%[activator] | -0.5% | 18.9* | 58.8* | 33.2%[activator] | -9.3% | 4.7%
O=C(Oc1ccc(-c2nnco2)cc1)c1ccc(F)c(S(=O)(=O)N2CCOCC2)c1 | 7.4% | x | x | x | 3.5% | -11.3% | -2.7%
Cc1ccc2nc(-c3cccc(Br)c3)cc(C(=O)NCC3CCCO3)c2c1 (centres undefined) | u | -3.7% | -4.1 | -5.9 | 10.8% | 20.0% | 4.4%
O=C(CN1CCN(C(=O)c2cccc(-n3cnnn3)c2)CC1)Nc1ccccc1Cl | -22.5% | x | x | x | -26.4% | u | 3.8%
CCOC(=O)c1c(CC(C)C)csc1NC(=O)C(C)C | -13.7% | 2.3% | -2.8 | -15.3 | 40.3%[activator] | 6.3% | -10.4%
Nc1ccc(-c2nc3ccc([N+](=O)[O-])cc3[nH]2)cc1 | 177.2%[activator] | -19.5% | 63.4* | 52.4 | 4.2% | u | 0.1%
CC(C)Cc1ccc(C(C)C(=O)Nc2cccnc2)cc1 (centres undefined) | u | 3.5% | 6.4 | x | 0.0% | -8.4% | 0.3%
CCOc1ccc2c(c1)nc(NCCCO)n2Cc1ccccc1 | 5.9% | 7.1% | -2.7 | -5.2 | -12.8% | 4.2% | 1.2%
Cc1ccc(S(=O)(=O)N2CCN(c3ccnc4cc(Cl)ccc34)CC2)cc1 | 10.4µM* | 6.5% | -1.0 | -0.5 | -14.2% | u | -0.4%
CCN(CC)S(=O)(=O)c1ccc(Cl)c(C(=O)Nc2cccnc2)c1 | -4.0% | 1.3% | 8.9 | -5.0 | 11.1% | u | 6.4%
COc1nc(NCCO)nc(Nc2ccccc2F)n1 | 124.9%[activator] | -0.3% | 33.8* | 83.2* | 2.6% | u | -0.2%
COc1cccc(N2CCN(CC(=O)NCc3cccs3)CC2)c1 | 2.8% | -0.4% | -3.4 | -4.4 | 2.5% | u | -1.4%
COc1ccc(OC)c(C(=O)CCCC(=O)c2cc(OC)ccc2OC)c1 | u | -4.7% | 1.2 | 2.5 | 0.0% | u | 2.9%
CCc1nn(CC(=O)N2CCN(CC)CC2)c(=O)c2cccn12 | 34.5%[activator] | 1.5% | -0.3 | -0.8 | 3.5% | 40.8%[activator] | -3.7%
Cc1ccc(/C=N/N(C)C2=NS(=O)(=O)c3ccccc32)o1 | 21.3% | 1.6% | -1.3 | 19.1 | x | u | x
CN(C(=O)c1ccc(NC(=O)Cc2cccc(NC(=O)C3CCN(C(=O)C4CC4)CC3)c2)cc1)C1CCCC1 | u | x | x | x | -3.2% | u | -4.4%
Cc1ccc(S(=O)(=O)N(C)CC(=O)Nc2ccccc2N2CCCC2)cc1 | u | x | x | x | 1.9% | u | -4.7%
O=C(CN1C(=O)c2ccccc2C1=O)N1CCCCC1 | 13.9% | -4.0% | -1.0 | 7.5 | 0.0% | -6.8% | -6.8%
Cc1ccc(NC(=O)CSc2nnc(C)c(=O)n2N)c(C)c1 | 2.3% | -1.6% | 6.0 | 0.0 | -1.9% | -95.8% | -9.8%
Cn1c2c(c3ccccc31)CCSC2=O | 4.4% | 1.0% | -2.1 | -6.5 | 12.3% | -10.0% | -1.5%
O=C(NCc1ccccc1)C1=C[C@@H](c2coc3ccccc3c2=O)C[C@@H](OCc2ccc(CO)cc2)O1 | u | 9.6% | -1.3 | -15.2 | -10.5% | 4.15µM* | 35.4%[activator]
COC(=O)c1c(C)oc2cc(Br)c(OCC(=O)C(C)(C)C)cc12 | 63.1%[activator] | 2.0% | -3.9 | -5.9 | -1.2% | 41.2%[activator] | -7.8%
COCCn1c(C)cc(C(=O)CSc2nnc(C3CC3)n2C2CC2)c1C | -10.4% | x | x | x | -0.7% | u | -5.5%
CC(C)(C)c1ccc2c(c1)OC(C(=O)N/N=C\c1ccncc1)CO2 (centres undefined) | -23.9% | 1.4% | -2.5 | -2.0 | 9.5% | 22.1% | 2.1%
Cc1c(/C=N/Nc2ccc(F)cc2)c(O)n(C)c(=O)c1C#N | -12.4% | 16.6% | 2.0 | -5.8 | 13.3% | 21.4% | -1.3%
O=C1/C(=N\O)Cc2ccccc21 | u | 9.4% | 1.9 | 5.2 | -3.6% | u | 4.9%
CCOc1ccc(CCNC(=O)Cc2nn[nH]n2)cc1OCC | -8.3% | -0.2% | -2.0 | -4.3 | -4.0% | 17.5% | -3.0%
CCCOc1ccc(C(=O)Nc2ccc3c(c2)OCCO3)cc1 | 183.8%[activator] | -0.3% | 36.4* | 72.8* | 38.1%[activator] | -38.1% | 11.8%
CCOc1ccc(Nc2nc(Cc3nnc(SCC(=O)c4ccc(C)c(C)c4)o3)cs2)cc1 | -16.5% | 13.6% | 20.6* | 35.5 | 0.7% | x | -7.1%
COc1cc(C(=O)Nc2ccc(Br)cc2C(=O)c2ccccc2)cc(OC)c1OC | 6.4% | 4.9% | -2.0 | -12.5 | -4.1% | 23.3% | -1.3%
Cc1cc(C)n(CCc2nc(-c3ccc(C)o3)cs2)n1 | x | 1.2% | -1.2 | 56.5 | -0.7% | u | -14.9%
CCCNC(=O)C1CC(=O)N(c2ccc(OCC(=O)Nc3cccc(C)c3C)cc2)C1 (centres undefined) | 0.1% | -6.2% | -2.7 | 15.0 | 3.7% | -25.0% | 0.0%
CC1CN(C(=O)CCC(=O)N2CCCCC2)c2cc(Cl)ccc2O1 (centres undefined) | 9.5% | 1.0% | 1.2 | 11.3 | -4.2% | 1.8% | 0.7%
CCOC(=O)Cn1c(C)cc(=O)c2cccc(C)c21 | x | 14.4% | -1.5 | -5.1 | -9.7% | -13.0% | -6.4%
CCOc1cc(S(=O)(=O)n2cc(-c3ccc(F)cc3)c(N)n2)cc(OCC)c1OCC | 8.28µM* | 1.7% | -1.6 | -13.2 | -3.8% | x | u
O=C1[C@@H]2[C@H](C(=O)N1Cc1ccco1)[C@H]1C=C[C@@H]2C1 | 16.9% | -0.3% | -5.7 | -28.7 | 3.6% | x | -3.9%
CCC1=NNc2cccc3c(OC)ccc1c23 | x | u | -4.8 | -13.2 | x | u | x
CCOC(=O)c1sc(NC(=O)CSc2nnc(C(C)C)n2CC)nc1C | -12.7% | 2.0% | -2.0 | -8.9 | 3.6% | 0.8% | 0.9%
CN1C[C@@H]2C[C@H]1CN2c1cc2c(cc1F)c(=O)c(C(=O)O)cn2C1CC1 | 5.36µM* | x | x | x | x | 0.849µM* | 2.0%
Cc1ccc(-c2c(=O)n(O)c3ccccc3[n+]2[O-])cc1 | 22.1% | -1.3% | 2.9 | 10.7 | 4.9% | 35.1%[activator] | -3.7%
CCN1CCCC1CNC(=O)c1cc(COc2ccc(C)c(C)c2)on1 (centres undefined) | -25.3% | -2.8% | 32.4* | 53.0* | 7.7% | 13.1µM* | -3.6%
COc1c(OC(C)=O)ccc(/C=C/c2ccc3ccccc3n2)c1[N+](=O)[O-] | -69.9% | -5.1% | 28.7* | 98.8* | -14.9% | u | 1.7%
CC(=O)c1ccccc1OCC(O)CN1CCN(c2ccccn2)CC1 (centres undefined) | -24.1% | -6.1% | -5.1 | -5.3 | 17.8% | 14.1% | -1.0%
CCOC(=O)N1CCN(S(=O)(=O)c2ccc3c(c2)CCN3C(=O)CC)CC1 | x | -0.6% | -3.5 | -20.8 | -5.4% | 48.3%[activator] | 0.7%
CCOc1ccccc1CN1CCC(N2CCC(C(=O)NC3CC3)CC2)CC1 | 14.2% | 0.2% | -10.0 | -8.7 | -4.5% | 4.6% | -4.4%
Cc1ccc(Nc2nc(C(=O)N3CCC(C(=O)NC(C)C)CC3)cs2)cc1 | 11.7% | -9.6% | 17.5* | 17.1 | -4.7% | -23.0% | -0.1%
Cc1cccc(C)c1NC(=O)CNC(=O)c1ccc(COc2ccccc2)o1 | -6.0% | x | x | x | 18.1% | 39.2%[activator] | -18.3%
O=c1c2c3nc4ccccc4nc3n(Cc3ccccc3)c2ncn1Cc1ccco1 | 10.4µM* | 2.2% | 7.1 | 5.4 | -13.0% | x | -18.2%
CCOC(=O)c1ccc(NC(=O)Nc2cc(C)cc(C)n2)cc1 | 29.9% | -2.0% | -0.7 | 13.0 | x | -3.8% | x
O=C(COC(=O)c1cnccn1)Nc1ccc(Cl)cn1 | 24.8% | x | x | x | -1.3% | 4.7% | -9.3%
CC1CCN(CCCn2c(=S)[nH]c3c(sc4ccc([N+](=O)[O-])cc43)c2=O)CC1 | 24.4% | 5.4% | -2.4 | -16.6 | -15.8% | 10.7% | -8.0%
Cc1cc2c(cc(C(=O)OC(C(=O)NC3CCCCC3)C(C)C)n2C)o1 (centres undefined) | u | x | x | x | -5.3% | 5.9% | -9.9%
CC(Sc1ccccn1)C(=O)NC1CCCC1 (centres undefined) | 35.0%[activator] | x | x | x | 2.7% | 21.5% | -6.2%
Cc1cc(NC(=O)CN2C(=O)NC3(CCCCC3)C2=O)no1 | -6.2% | -8.0% | -4.5 | -14.7 | 15.1% | 17.3% | -0.4%
O=C(Nc1ccc(Cl)cn1)c1ccc2c(c1)OCCO2 | 165.2%[activator] | 28.2µM* | 37.5* | 32.4 | -17.1% | -11.8% | 9.6%
CCn1cc(C(=O)NCc2cccs2)c(=O)c2cc(S(=O)(=O)N3CCOCC3)ccc21 | u | 3.5% | -2.2 | 8.6 | 4.3% | u | -8.1%
CCn1c(SCC(N)=O)nnc1-c1ccc(OC)c(OC)c1 | 6.8% | -1.8% | -3.1 | 24.8 | -5.2% | 129.5%[activator] | -2.8%
CCOC(=O)CN1C(=O)C(O)=C(C(C)=O)C1c1ccc(F)cc1 (centres undefined) | 16.8% | -1.0% | 5.3 | -5.2 | 6.6% | x | -3.6%

# Carrying on.
SMILES | Pf growth 48h | LmPK inhibitor | CHX counter | Shiga inhibitor | AMA1-RON2 inh | Pf growth 96h | Tb PYK inh
CCN(c1ccccc1)S(=O)(=O)c1ccc(OCC(=O)N2CCCC2)cc1 | 9.28µM* | x | x | x | 12.5% | u | -7.7%
CCC(CC)C(=O)Nc1cccc(C(=O)NCCc2ccc(S(N)(=O)=O)cc2)c1 | x | 6.6% | -2.7 | -15.8 | 1.5% | -12.5% | 0.2%
C=CCc1cc(Cl)ccc1OCCn1ccnc1 | 0.0% | 1.2% | -2.5 | -11.2 | -21.1% | u | -1.9%
COc1ccc(/C=C\c2nc(=O)c3ccccc3o2)cc1 | u | -16.9% | 59.6* | 135.5* | 2.0% | -27.5% | -5.9%

# Assay outcomes deposited in PubChem by National Center for Advancing Translational Sciences (NCATS).
